# Compound activity as filed in PubChem BioAssay.
# MMP-13 inhibitor – human MMP13 inhibitors, primary screen, biochemical, FRET peptide cleavage; Collagenase 3 (Homo sapiens), P45452; MMP-13 fTHP FRET cleavage, Mca fluorescence; inhibition, % at 4 µM; 65,000 tested, 0.07% active;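 active = inhibition above the mean of compound-free control plate wells plus 3 SD, cut at about 14% in these data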;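 also: 0% = DMSO wells and 100% = wells with reference MMP-13 inhibitor after basal subtraction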
# S1P1 ag-PAM – S1P1 agonists and agonism potentiators, primary screen, cell-based, primary and confirmation screens, CRE-bla reporter | Sphingosine 1-phosphate receptor 1 (Homo sapiens), P21453 | 56,000 tested, 0.57% active | S1P1 CRE-bla cells, forskolin, beta-lactamase FRET, potentiator mode; S1P1 agonist co-added at EC20, 2 nM; 100% = saturating reference agonist, 0% = basal | activation, % at 9.5 µM;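 active = activation above a cutoff set at the mean activation of all tested compounds plus 3 SD, cut at about 54% in these data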;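 also: forskolin at 4 µM as EC80 and the EC20 agonist is SEW2871; 100% = SEW2871 at its EC100 plus forskolin at EC80; some compounds past the cut are filed as inactive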
# 5HT1E antag – 5-HT1E receptor antagonists, primary screen, cell-based, HTS. 5-hydroxytryptamine receptor 1E (Homo sapiens), P28566. CHO 5-HT1E Ga15 NFAT-bla reporter, FRET, antagonist. inhibition, % at 6 µM. 65,000 tested, 0.99% active. AID 571, 2007;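 active = inhibition above a set limit, the mean inhibition across every tested compound plus 3 SD, cut at about 29% in these data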;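 also: signal is the 460 over 535 nm emission ratio of beta-lactamase substrate; 0% = agonist plus DMSO wells and 100% = wells without agonist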
# Fluor 339 460 – intrinsic fluorescence of library compounds, ex339/em460 – biochemical, MLSMR library, data from DPM-DC assay, artefact control, profiling panel; compound autofluorescence, ex339/em460 nm, NADH buffer; active compounds read high; 1 = no-compound wells, NADH background; 65,000 tested, 5.5% active; fluorescence fold increase at 10 µM;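 active = at 10 µM, mean starting fluorescence two-fold or more over control wells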;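 also: signal is the first read of a kinetic run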
# 5HT1a antag – human 5-HT1a receptor antagonists, primary screen, cell-based, CHO, Ga15 NFAT-bla reporter | CHO 5-HT1a Ga15 NFAT-bla reporter, antagonist mode | inhibition, % at 10 µM | 62,000 tested, 0.68% active | AID 612, 2007;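 active = inhibition above the mean of all tested compounds plus 3 SD, cut at about 43% in these data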;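 also: receptor stimulated by 5-CT agonist at 100 nM near EC80; beta-lactamase reporter measured by ratiometric fluorescence of a cleavable substrate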
# Target sequence (P08908 whole entry, looked up): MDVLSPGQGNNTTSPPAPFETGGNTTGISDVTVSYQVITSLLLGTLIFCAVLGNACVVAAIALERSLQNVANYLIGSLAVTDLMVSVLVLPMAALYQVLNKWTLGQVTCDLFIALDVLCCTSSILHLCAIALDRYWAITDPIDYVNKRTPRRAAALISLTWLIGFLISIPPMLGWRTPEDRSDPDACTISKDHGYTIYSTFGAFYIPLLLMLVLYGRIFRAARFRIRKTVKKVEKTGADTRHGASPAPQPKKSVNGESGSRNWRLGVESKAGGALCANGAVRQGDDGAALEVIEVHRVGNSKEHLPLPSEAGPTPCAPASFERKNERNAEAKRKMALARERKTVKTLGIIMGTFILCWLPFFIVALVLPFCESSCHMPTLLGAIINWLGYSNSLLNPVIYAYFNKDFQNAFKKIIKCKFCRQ
# 5HT1E ag – 5-HT1E receptor agonists, primary screen, cell-based, HTS. activation, % at 6 µM. CHO 5-HT1E Ga15 NFAT-bla reporter, FRET; 0% DMSO wells, 100% control agonist wells. AID 574, 2007. 5-hydroxytryptamine receptor 1E (Homo sapiens), P28566. 65,000 tested, 0.69% active;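 active = activation above a set limit, the screen-wide mean activation plus 3 SD, cut at about 8.5% in these data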;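 also: 100% = positive control agonist at 1 µM giving full maximal response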
# S1P3 agonist – human S1P3 receptor agonists, primary screen, cell-based, primary and confirmation, NFAT-BLA reporter | S1P3 NFAT-BLA reporter cells, agonism, FRET ratio; relative to 1 µM S1P, basal subtracted | activation, % at 4.5 µM | AID 373, 2006 | 60,000 tested, 0.1% active;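 active = activation above the screen-wide mean plus 3 SD, cut at about 4.5% in these data, passing the limit was not always enough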; also: some compounds called inactive have numbers as strong as hits
# Target sequence (Q99500 whole entry, looked up): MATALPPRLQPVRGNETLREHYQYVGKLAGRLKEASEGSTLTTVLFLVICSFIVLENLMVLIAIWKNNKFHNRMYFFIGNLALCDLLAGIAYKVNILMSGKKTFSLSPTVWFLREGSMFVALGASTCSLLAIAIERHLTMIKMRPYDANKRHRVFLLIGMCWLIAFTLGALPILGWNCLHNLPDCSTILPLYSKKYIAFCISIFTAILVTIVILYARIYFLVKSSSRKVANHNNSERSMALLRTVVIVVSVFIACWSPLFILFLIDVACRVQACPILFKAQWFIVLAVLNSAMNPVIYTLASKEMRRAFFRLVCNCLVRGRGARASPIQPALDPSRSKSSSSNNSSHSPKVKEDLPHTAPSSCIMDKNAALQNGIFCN
#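 Benchmarks: high control 1 µM S1P / System: stable CHO line with human S1P3, Gα16, NFAT-BLA reporter / Dosing: single compound concentration, 4.5 µM final / Timing: 4 h compound at 37 °C, 2 h substrate at RT / Measured by: FRET β-lactamase substrate fluorescence, excitation 405 nm, 460/535 nm emission ratio, background-subtracted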
# HER2 expr 66K – inhibitors of Her2 protein expression, primary screen, SKBR-3 cells, AlphaScreen, 66K library; Receptor tyrosine-protein kinase erbB-2 (Homo sapiens), P04626; SKBR-3 HER2 protein level, 18-24 h; active compounds read low; HER2 level % of control, % at 10 µM; 65,000 tested, 0.69% active;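 active = HER2 level under 5% of the carrier-only control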;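 also: 100% = DMSO carrier and 0% = 500 nM PU-H71 HSP90 inhibitor; lower value means stronger loss of Her2 protein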
# A340 absorber – compound light absorbance at 340 nm, profiling panel, artefact control, biochemical, MLSMR library, data from PS, PMK, MK assays; fold change at 10 µM; compound absorbance at 340 nm, fold over control; 65,000 tested, under 10 active;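 active = at 10 µM dose, initial 340 nm absorbance at least 2 fold that of control wells; inactive = change under 2 fold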;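 also: initial absorbance extrapolated from kinetic A340 decline of NADH oxidation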
# * hit, by the source's call; · = no result given; [ ] = another dose, or the depositor's remark.
MMP-13 inhibitor	A340 absorber	S1P3 agonist	Fluor 339 460	5HT1E antag	5HT1a antag	S1P1 ag-PAM	HER2 expr 66K	5HT1E ag	structure
1	1	-2.4	1.1	17	·	2	83	-0.2	CC1(c2cnc(Nc3ccccc3)s2)CCC(=O)O1 (configuration not stated)
2	0.98	0.1	1.1	-3	-4	-31	89	-0.3	COc1ccc(Cc2nnc(NC(=O)c3ccco3)s2)cc1OC
5	1	0.0	1.1	10	10	-2	91	-0.1	COc1ccc(C(=O)O)cc1S(=O)(=O)N(C)CCc1cccnc1
-5	1.1	-0.7	1.3	-1	-10	-2	88	-0.8	CCN1CCCC1CNC(=O)CSc1cc(=O)n(C)c2cc(Cl)ccc12 (configuration not stated)
-26	0.96	-5.0	1.9	3	·	3	102	-0.4	Cc1nc(NCCN)c(C#N)c2c1COC(C)(C)C2
3	1.1	·	1.1	-1	15	·	106	-0.2	O=C(NC1CCCCC1)C(c1ccccc1)N1CCCC1 (configuration not stated)
-2	1	-0.7	1.1	-6	-8	-20	121	0.9	COc1cc(C2NC(=O)NC(C)=C2C(=O)OCc2ccccc2)ccc1O (configuration not stated)
7	1	·	1.1	-9	-2	·	104	0.6	COC(=O)c1nc(-c2ccccc2)n[nH]1
2	1	-0.7	1.2	3	3	·	93	0.5	COc1cccc(C2NC(=O)NC(O)(C(F)(F)F)C2C(=O)c2cccnc2)c1OC (configuration not stated)
4	1	-1.6	1.2	6	1	4	153	-0.6	COc1ccc(OC(C)C(=O)NCc2cccnc2)cc1 (configuration not stated)

# Brought forward from above: 2 compounds, followed by the next part.
MMP-13 inhibitor	A340 absorber	S1P3 agonist	Fluor 339 460	5HT1E antag	5HT1a antag	S1P1 ag-PAM	HER2 expr 66K	5HT1E ag	structure
2	1	-0.7	1.2	3	3	·	93	0.5	COc1cccc(C2NC(=O)NC(O)(C(F)(F)F)C2C(=O)c2cccnc2)c1OC (configuration not stated)
4	1	-1.6	1.2	6	1	4	153	-0.6	COc1ccc(OC(C)C(=O)NCc2cccnc2)cc1 (configuration not stated)
-4	1	-0.8	1.1	7	-1	4	76	0.9	COc1ccc(C(=O)N2CC(=O)N(CCc3ccccc3)C(=O)C2)cc1OC
2	1.1	·	1.2	3	7	·	104	-1.0	COc1ccc(-c2noc(CCC(=O)NCc3cc(Br)ccc3OC)n2)cc1
-2	1	-0.8	1.2	-9	-1	-19	107	-0.6	Cc1ccc(CNS(=O)(=O)c2ccc3oc(C(=O)O)c(C)c3c2)cc1
4	1	·	1.1	6	4	·	95	-0.5	Cc1noc(C)c1S(=O)(=O)N1CCC(C(=O)N2CCC(C)CC2)CC1
4	1	-1.7	1.1	3	-4	6	86	-1.4	Cc1cc(C)cc(NC(=O)C2CCN(S(=O)(=O)c3c(C)n[nH]c3C)CC2)c1
2	1.1	·	1.1	7	0	·	56	0.2	O=C(Nn1nnnc1Nc1ccccc1)C12CC3CC(CC(C3)C1)C2
6	1	-0.9	1.1	-9	4	-15	103	0.6	O=C(O)CSc1cccc2cccc(C(=O)O)c12
5	1	-0.9	1.1	0	3	·	107	0.8	CCC(=O)c1ccc(CCCCCC(=O)O)s1
0	1	7.3	1.1	-4	-6	-30	76	0.3	CCCCC(=O)Nc1ccc(C(=O)N2CCN(c3ccccc3OC)CC2)cc1
3	1	-0.2	1.1	-9	·	-5	59	-0.1	COc1ccc(-c2nc3n(c2Br)CCC3)cc1
-3	1	-0.3	1.2	-8	0	7	104	0.4	O/N=C1/CCc2cccc3cccc1c23
0	1.1	-0.6	1.1	8	-16	-4	108	0.5	CC(C)[C@H](NC(=O)NCCc1ccc(F)cc1)C(=O)O
1	0.99	-1.0	1.1	5	1	-2	133	-0.4	Cc1cc(C)c(C#N)c(SCc2ccc(C#N)cc2)n1
2	1	-0.5	1.1	-12	-1	-1	99	1.5	c1ccc(C2CC(c3ccccc3)n3ncnc3N2)cc1 (configuration not stated)
-2	1	-0.6	1.1	-6	-5	6	89	-0.8	COc1cccc(-n2nnc3c(=O)n(Cc4ccccc4Cl)cnc32)c1
-30	1	0.0	1.5	-4	-8	-23	64	0.4	CC(=O)c1cc2c(=O)c3cc(C)ccc3oc2nc1C
3	0.99	·	1	-8	13	·	·	-0.9	O=C(CS(=O)(=O)Cc1ccccc1)Nc1nc2ccccc2s1
3	1.1	0.0	1.1	-13	-10	6	107	0.5	O=C(O)c1cc(S(=O)(=O)N2CCCCC2)ccc1F
2	0.97	-1.3	1	-2	7	14	107	-0.3	CCCn1c(N2CCN(CC(=O)NCc3cccs3)CC2)nc2ccccc21
12	1.1	0.2	0.98	-1	14	-17	81	-0.2	O=C1OC(c2ccccc2)=C/C1=C\N1CCOCC1
-88[fluorescence artefact?]	1.1	-0.6	3.3*	10	-5	-1	61	0.8	Cc1ccc2c(c1)c1ncnc(N3CCc4ccccc4C3)c1n2C
4	0.96	-0.7	1	4	-15	-4	105	0.8	O=S(c1ccsc1)c1ccsc1
4	1	-1.1	1.3	22	2	-16	78	0.7	Cn1c(C(=O)N2CCN(c3ccc(Cl)cc3)CC2)cc2c(=O)[nH]c3ccccc3c21
2	1	-1.3	1.1	-13	-6	-18	71	-0.3	Cc1csc(NC(=O)CSc2nc(C)cs2)n1
1	1	0.1	1	1	-6	-12	109	-0.5	CC(=O)c1ccc(NC2OC(C)C(O)C(O)C2O)cc1 (configuration not stated)
1	1	0.0	1.1	1	-1	-22	106	-0.7	CCOC(=O)N1CCN(C(=O)c2cc(C)c3c(C)nn(-c4ccccc4)c3n2)CC1
-2	1	-1.5	1	14	-4	25	107	-0.7	CC(Oc1ccc(Cl)cc1Cl)C(=O)Nc1ccncc1 (configuration not stated)
2	1	0.5	1.1	27	4	-13	90	0.4	CCc1nc(SCc2cccnc2)c2c(=O)n(C)c(=O)n(C)c2n1
-1	1	·	1.1	-13	-8	·	107	-0.1	COc1ccc(C(=O)NCCCn2ccnc2)cc1
-12	1	-0.7	1.2	-5	-9	-18	77	-1.4	CCCCCCC(=O)Nc1c(O)c2ccccc2[nH]c1=O
-3	1	-0.7	1.1	5	-2	-10	115	0.0	CCOC(=O)c1ccc(NC(=O)NS(=O)(=O)c2ccc(C)cc2)cc1
0	1.1	-0.6	1.1	3	1	-14	58	-0.4	CCOC(=O)c1cc(NC(=O)Nc2ccc(OC)c(OC)c2)c(C)nc1C
1	1	-1.2	1.1	0	-3	19	69	0.1	COc1cccc(-c2noc(-c3cccnc3)n2)c1
-403[fluorescence artefact?]	1	-0.8	2.4*	8	·	-4	93	-0.5	N#Cc1nc(-c2cccs2)oc1NCc1ccccc1Cl
-57	1	0.9	2.6*	3	-8	-24	111	0.0	Cc1cc(C)n2cc(CSc3nnnn3C)nc2n1
0	1	-0.3	1.1	-3	0	·	105	-0.4	COCC(=O)Nc1ccc(S(=O)(=O)NCCc2ccccc2)cc1
1	1.1	-1.1	1.2	-6	-1	·	99	6.4	Cc1cc(NC(=O)CCCSc2nc(-c3ccco3)cc(C(F)(F)F)n2)no1
-2	1	0.3	1.1	-4	-5	1	105	-1.1	Cc1ccc(NS(=O)(=O)c2cccc(C(=O)n3ncc(C#N)c3N)c2)c(C)c1
-1	1.1	-0.7	1.1	8	8	·	80	-0.9	COc1ccc(NC(=O)Nc2ccc3nccnc3c2)cc1
6	0.98	-0.6	1.1	-9	-1	1	101	-0.3	CCn1c(SCC(=O)Nc2ccc(S(N)(=O)=O)cc2)nnc1-c1cccc(OC)c1
-8	1	-1.6	1.1	-1	·	-11	71	0.0	O=C(NC1CCS(=O)(=O)C1)c1c(NC(=O)C2COc3ccccc3O2)sc2c1CCCC2 (configuration not stated)
1	1	0.4	1.1	-12	-9	·	102	0.1	N#Cc1ccccc1NC(=O)CSc1nnc(-c2ccccc2O)n1-c1ccccc1
-3	1.1	-1.4	1.2	-1	9	3	50	0.0	Cc1nc2cc(-c3ccc(F)cc3)nn2c(N2CCOCC2)c1C
0	1	-0.5	1.1	6	-5	-12	·	0.6	Cc1c(NC(=O)CC(O)(C(F)(F)F)C(F)(F)F)c(=O)n(-c2ccccc2)n1C
3	1	-0.7	1	14	12	12	84	0.5	COc1ccc(NC(=O)c2cc(C(C)C)on2)c(OC)c1
0	1.1	-1.3	1.1	4	4	-4	106	-1.1	Cc1nnc(N)nc1C
4	1	-0.7	1.2	2	-12	2	130	-0.5	c1ccc2oc(CCc3nc4ccccc4o3)nc2c1
5	1	-0.3	1.1	0	-7	-5	101	-0.6	COc1ccccc1NC(=O)C1CCCN1C(=O)NCc1ccccc1 (configuration not stated)
-2	0.99	-0.2	1.1	-11	-9	-18	72	-1.1	CC(=O)Nc1ccc(N2C(=O)CC(N3CC(C)OC(C)C3)C2=O)cc1 (configuration not stated)
4	1	-0.6	1.1	-9	8	·	116	0.3	CCOc1ccc(S(=O)(=O)N(CC(=O)O)c2ccc(C)cc2)cc1

# (listing goes on)
MMP-13 inhibitor	A340 absorber	S1P3 agonist	Fluor 339 460	5HT1E antag	5HT1a antag	S1P1 ag-PAM	HER2 expr 66K	5HT1E ag	structure
-3	1	0.8	1.1	-6	-8	-10	97	0.9	CC(C)(C)C(=O)NC1(C(F)(F)F)C(=O)Nc2c1c(=O)[nH]c(=O)n2Cc1ccco1 (configuration not stated)
-12	0.98	0.0	1.2	-9	38	-21	96	3.7	Cn1c(C(=O)NCCN2CCN(c3ccccc3F)CC2)cc2c(=O)n(C)c3ccccc3c21
-2	1.1	-0.1	1.2	0	7	-11	85	0.4	CCC(=O)Nc1sc2c(c1C(N)=O)CCN(C(C)=O)C2
8	0.98	-1.7	1	1	8	18	97	-0.3	O=C(C1CC1)N1CCC(c2nc(-c3ccc(S(=O)(=O)NCC4CCCO4)cc3)no2)CC1 (configuration not stated)
-6	1	-0.3	1.3	10	7	-14	81	-0.8	COc1ccc2cc(C#N)c(N3CCN(Cc4nnnn4CCC(C)C)CC3)nc2c1
-5	1	-0.9	1.1	2	12	-5	114	0.0	COc1cc(C)c(C)cc1S(=O)(=O)N1CCCCC1c1cccnc1 (configuration not stated)
-1	1.1	-1.8	1.1	20	-8	14	95	-0.3	CN(C)S(=O)(=O)c1ccc(NC(=O)c2cc3ccccc3o2)cc1
-3	1	2.2	1	-7	-3	-15	112	2.1	COc1cc(S(=O)(=O)NC2CCCCC2C)ccc1Cl (configuration not stated)
2	1	-0.9	1.1	-5	-1	-9	91	-0.1	Cc1nnc(SCc2nnc(-c3ccccc3)o2)n(N)c1=O
2	1	-0.8	1.1	-7	-1	-4	117	0.5	O=C(NCCN1C(=O)C2C3C=CC(C3)C2C1=O)N1CCOCC1 (configuration not stated)
